# PRMT1 inh: PRMT1 (human) inhibition, primary screen; recombinant PRMT1, activity-based probe fluorescence polarization; inhibition, % at 2.79 µM; actives 1.3% (n = 370,000); AID 652257;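 active = inhibition above about 21% made by adding two undisclosed values, limit read from the data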
# TDP2 absorb: TDP2 (human) inhibition, absorbance primary screen; AID 720702; O95551; inhibition, % at 12.8 µM; recombinant TDP2, T5PNP hydrolysis, p-nitrophenol absorbance 415 nm; actives 0.34% (n = 370,000);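 active = inhibition above the mean of all tested compounds plus 3 SD, set per campaign, cut at about 25% in these data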;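 note: 0% = DMSO with enzyme and 100% = buffer with substrate but no TDP2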
# Target sequence (O95551 whole entry, looked up): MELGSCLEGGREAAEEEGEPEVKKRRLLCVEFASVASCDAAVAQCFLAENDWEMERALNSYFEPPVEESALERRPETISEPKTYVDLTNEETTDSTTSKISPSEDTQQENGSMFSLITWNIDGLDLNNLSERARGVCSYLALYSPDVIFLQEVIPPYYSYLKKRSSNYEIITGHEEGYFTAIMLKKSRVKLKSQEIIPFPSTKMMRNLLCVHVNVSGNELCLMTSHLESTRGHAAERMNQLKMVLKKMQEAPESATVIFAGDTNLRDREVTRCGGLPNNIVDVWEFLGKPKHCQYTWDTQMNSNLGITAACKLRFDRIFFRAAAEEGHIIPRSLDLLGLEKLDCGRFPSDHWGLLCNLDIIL
#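 Test system: Human TDP2 enzyme | Reagent: 5 mM T5PNP | Compound dosing: 12.8 µM single point, 1% DMSO | Incubation: Enzyme reaction with compound for 2 h at 37 °C | Technique: p-Nitrophenol epi absorbance | Read-out: % inhibition relative to enzyme-containing and enzyme-free wells | Benchmarks: High control without enzyme, low control DMSO plus TDP2 | Replicates: Singlicate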
# PG9 binder: PG9 antibody binding by small molecule | TR-FRET gp120-PG9 antibody binding | inhibition, % at 6.7 µM | actives 0.43% (n = 360,000) | AID 624416; in the data active = inhibition above about 8.5%
# HTRA1 inh: inhibitors of human serine peptidase HTRA1; Q92743; recombinant HTRA1, FP-rhodamine activity-based probe, fluorescence polarization; inhibition, % at 5.96 µM; actives 0.5% (n = 340,000); AID 504803; in the data active = inhibition above about 36%;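 note: 0% = enzyme with DMSO and 100% = wells lacking enzyme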
# Target sequence (Q92743 whole entry, looked up): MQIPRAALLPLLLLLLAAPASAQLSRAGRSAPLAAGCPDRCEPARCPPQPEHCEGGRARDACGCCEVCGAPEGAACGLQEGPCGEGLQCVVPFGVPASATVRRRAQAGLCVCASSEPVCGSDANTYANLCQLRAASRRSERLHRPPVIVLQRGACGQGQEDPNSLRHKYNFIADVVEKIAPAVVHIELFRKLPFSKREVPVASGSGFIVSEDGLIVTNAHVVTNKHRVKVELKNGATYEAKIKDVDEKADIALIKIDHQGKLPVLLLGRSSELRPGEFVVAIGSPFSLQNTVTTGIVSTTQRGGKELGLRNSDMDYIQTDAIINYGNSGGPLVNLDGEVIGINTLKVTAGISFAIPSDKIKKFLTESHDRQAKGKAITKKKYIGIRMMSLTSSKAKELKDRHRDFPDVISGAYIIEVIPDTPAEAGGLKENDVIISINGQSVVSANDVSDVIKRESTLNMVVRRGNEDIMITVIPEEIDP
# SIAE inh: inhibitors of human sialic acid acetylesterase SIAE | SIAE FP-Rh probe binding, fluorescence polarization | Q9HAT2 | actives 0.69% (n = 370,000) | AID 1053197 | inhibition, % at 9.66 µM;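 active = inhibition above a cutoff: mean of compounds within the control limits plus 3 SD of those, cut at about 17% in these data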;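 note: 0% = plate median of compound wells and 100% = probe without SIAE protein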
# DDE Tn7 FP inh: disrupts Tn7 cyclic peptide binding to fibrin D-Dimer-E complex; P02675; FP displacement of FITC-Tn7 peptide from fibrin DD(E); 0% = median of compound wells per plate; AID 720508; inhibition, % at 8.3 µM; actives 0.13% (n = 370,000);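 active = inhibition above the mean of compounds falling within the control limits plus 3 SD of them, cut at about 14% in these data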;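 note: 0% = plate median of compound wells and 100% = 10 µM Aha-Tn7 peptide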
#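 Assay system: human fibrin DD(E). Input: DD(E) 2 µM final. Medium: Tris buffer with calcium and detergent, pH 7.8. Compound dosing: single point at 8.3 µM. Timing: 10 min plus 3 h, room temperature. Technique: fluorescence polarization of the labelled Tn7 tracer. Read-out: percent inhibition. Replicates: singlicate testing.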
# LEDGF integ inh: blocks HIV-1 LEDGF/p75-dependent DNA integration; TR-FRET IN-LEDGF/p75 DNA integration, Eu/Cy5; actives 0.64% (n = 370,000); inhibition, % at 3.7 µM;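 active = inhibition above the screen-wide mean plus 3 SD, cut at about 13% in these data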;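 note: signal is the Cy5 over europium emission ratio at 671 and 618 nm; 0% = plate median of compound wells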
# TCR CD3 inh: blocks the human TCR-CD3 interaction. TAMRA-labeled TCR probe fluorescence, biochemical. inhibition, % at 9.4 µM. actives 0.37% (n = 360,000); in the data active = inhibition above about 19%;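 note: recombinant mutant TCR 2C K166C tagged with TAMRA read by polarization; 0% = receptor in buffer alone and 100% = receptor with positive control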
# UHRF1 binding: UHRF1 methyl-DNA binding inhibition; Q96T88; UHRF1 binding to methylated oligo, TR-FRET; inhibition, % at 4.4 µM; actives 0.75% (n = 370,000); AID 687016; in the data active = inhibition above about 21%;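 note: UHRF1 SRA domain binding a hemimethylated CpG hairpin DNA probe; 0% = median of test compound wells and 100% = reference inhibitor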
# ABHD4 inh: ABHD4 (mouse) inhibition, primary FP screen; AID 720543; Q8VD66; actives 0.54% (n = 370,000); inhibition, % at 8.92 µM; purified mABHD4, FP-Rh probe fluorescence polarization;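 active = inhibition exceeding the mean over every tested compound plus 3 SD, cut at about 30% in these data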;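 note: 0% = plate median of compound wells and 100% = S159A mutant with DMSO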
#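 Assay system: Wild-type mouse ABHD4 protein | Medium: HEPES pH 7.0 buffer, 150 mM NaCl, 0.01% Pluronic F-127 | Incubation: Enzyme–compound pre-incubation 45 min, then probe 60 min, both 25 °C | Technique: Fluorescence polarization with parallel and perpendicular emission, 525/598 nm | Evaluation: % inhibition of FP-Rh probe binding versus controls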
# Starred values were filed as active, the others as inactive; . = no result given.
# Order of values – PRMT1 inh, TDP2 absorb, PG9 binder, HTRA1 inh, SIAE inh, DDE Tn7 FP inh, LEDGF integ inh, TCR CD3 inh, UHRF1 binding, ABHD4 inh
> O=C(CN(C(=O)CNC(=O)c1cccs1)c1ccccc1)NC1CCCCC1
    -2, 5, 0.2, -1, -3, -7, 2, 2, -1, -2
> CCN(CC)S(=O)(=O)c1ccc2oc(C(=O)NCCCN3CCOCC3)c(C)c2c1
    1, 2, 1.4, -7, 0, 1, 2, -7, -2, -3
> Cc1cc(C)nc(N2CCCC(CCC(=O)NCc3ccc(F)c(F)c3)C2)n1 (stereo not given)
    1, -6, -0.6, 6, 0, -1, -1, 7, 2, 3
> CCN(CC)CCCNC(=O)c1c(O)c2cc(F)cc3c2n(c1=O)C(C)CC3 (stereo not given)
    2, -8, 3.5, 6, -2, -4, -2, -1, 1, 14
> CC(=O)OCC(OC(C)=O)C(OC(C)=O)C(OC(C)=O)C(=O)Nc1ccc(C)cc1 (stereo not given)
    3, -4, 2.7, 8, 0, 4, -4, 4, 1, 4
> C=CCSC1=N/C(=C\c2sccc2C)C(=O)S1
    6, 4, -1.0, -12, -3, -1, 0, 0, -1, 9
> COc1ccc(S(=O)(=O)N2CCC(C(=O)NCCC3=CCCCC3)CC2)cc1C
    -2, -3, -1.8, -3, -1, 4, -1, 1, 4, 1
> COc1cccc(C(=O)Nc2cccc(C(=O)NC3=NN(c4c(Cl)cc(Cl)cc4Cl)C(=O)C3)c2)c1
    3, -3, 0.8, -9, 3, -10, 4, 1, -6, -24
> N#Cc1cc2c(ccc3ccccc32)oc1=O
    -1, -17, -3.0, 2, -7, -2, 6, -1, 2, -7
> COc1ccc(CCNC(=O)CC2(CC3=NS(=O)(=O)c4ccccc4N3)CCCC2)cc1OC
    -5, -1, 1.3, -1, -2, 5, 2, 5, -1, 2
> CCOC(=O)N1CCN(C(=O)CSc2nnc(-c3ccccc3OC)o2)CC1
    1, 7, -2.6, 9, 2, -3, -1, 3, 0, 4
> Cc1cc(C(=O)NC2CCC(C)CC2)c(C)o1 (stereo not given)
    0, -2, -0.4, -3, 5, 1, -4, 1, 0, 6
> O=C(CN1C(=O)COc2ccccc21)N1CCN(c2ccccc2F)CC1
    1, -9, 1.3, -3, -1, -7, -1, -3, 2, -1
> CCn1c(N)c(C(=O)NC)sc1=S
    25*, -4, -1.1, 11, 10, -2, 0, 8, 1, 1
> COC(=O)CC1C(=O)NCCN1C(=O)CSc1nnc(Nc2ccc(C)cc2)s1 (stereo not given)
    4, -5, 1.4, -4, 3, 3, -5, 0, 4, 7
> Cc1ccc2nc(SCC(=O)c3ccc(O)cc3O)[nH]c2c1
    1, -2, -0.4, -6, -8, -2, 1, -6, 1, -15
> CC(Oc1ccc(Cl)cc1Cl)C(=O)NNC(=O)C(=O)N1CCCCC1 (stereo not given)
    -2, 5, -0.7, -5, 5, -7, 1, 12, 1, -5
> CCOc1ccc(OCc2ccc(C(=O)N3CCCCC3)o2)cc1
    2, 5, 1.2, 2, 5, 6, -2, 2, -1, 0
> CCOc1ccccc1C1C(C(N)=O)=C(C)Nc2nc(-c3ccc(OC)cc3)nn21 (stereo not given)
    -2, -5, -3.5, -8, -7, -7, -3, -4, 2, -3
> COc1ccc(OC)c(NC(=O)CN2c3cccc4cccc(c34)S2(=O)=O)c1
    0, 7, 0.1, -18, 8, 0, 2, 0, 1, 2

# Other entries:
# Order of values – PRMT1 inh, TDP2 absorb, PG9 binder, HTRA1 inh, SIAE inh, DDE Tn7 FP inh, LEDGF integ inh, TCR CD3 inh, UHRF1 binding, ABHD4 inh
> CC(OC(=O)Cc1c[nH]c2ccccc12)C(=O)Nc1ccc(S(N)(=O)=O)cc1 (stereo not given)
    2, -1, 1.1, 3, -5, 3, -1, -5, 1, 1
> CCn1ncc(/C=N\NC(=O)COc2cc(C)cc(C)c2)c1C
    -3, -3, -1.7, -7, -9, 2, 0, 1, 2, 4
> COc1cc(C(=O)N(CCN(C)C)CC2CCCN(Cc3ccccc3F)C2)ccc1C (stereo not given)
    1, -12, -1.7, 9, -2, 2, -4, 6, 0, 5
> CCCCNC(=O)c1nc(C2CCN(S(=O)(=O)c3ccc(Cl)cc3)CC2)oc1-c1ccccc1
    1, 0, 1.1, ., -3, 3, -3, 4, 1, 0
> O=C(NCCc1ccccc1)c1ccccc1SCC(=O)N1CCCC1
    5, -16, 0.4, 3, -3, 6, 0, -5, 5, -12
> O=C(Cc1ccc(NC(=O)C2CCN(C(=O)C3CC3)CC2)cc1)Nc1cccc(C(=O)N2CCCCC2)c1
    -3, -6, 0.1, 3, 6, -3, 0, -6, 0, 2
> CC(C)Sc1nc(SCC(=O)NCc2ccco2)c2c3c(sc2n1)COC(C)(C)C3
    31*, 0, 1.0, -24, -14, 8, -11, 1, 7, -22
> O=C(OCCCc1cc2ccccc2c(=O)o1)c1ccc(C(F)(F)F)cc1
    1, -4, 0.3, -23, -1, 6, -3, 4, -1, -9
> N#C/C(=C\C=C\c1ccccc1[N+](=O)[O-])c1nc(-c2ccc3c(c2)OCO3)cs1
    -6, -1, 2.5, -1, 9, 7, 1, -10, -2, 11
> Cc1ccc(SCCN2CCN(C)CCC2=O)cc1
    1, 4, -2.0, 2, -5, 0, 1, -3, 2, -5
> CC1=NN(c2ccccc2)C(=O)/C1=C/c1ccc(-c2ccc(C)c(C(=O)O)c2)o1
    -4, 4, -1.4, ., 6, -4, 3, -9, -3, 10
> O=C(c1ccccn1)N1CCN(S(=O)(=O)c2ccc3ccccc3c2)CC1
    1, 0, -1.2, -6, 3, 3, 3, 7, -2, -2
> CC(OC(=O)/C=C/c1ccc2ccccc2n1)C(=O)Nc1ccc(S(N)(=O)=O)cc1 (stereo not given)
    5, 1, -0.8, -2, 1, 5, -3, -3, 1, -30
> CSc1nnc(-c2sc(-c3ccccc3)nc2C)n1C
    0, -4, -2.5, 2, 2, -7, 2, 4, -2, 7
> CCOc1ccc(Cc2c(Cl)nc(N)nc2Cl)cc1
    -1, 6, 2.1, -13, -7, -1, 2, 10, -5, -6
> NC(=O)Nc1ccc(C(=O)OCC(=O)Nc2ccc([N+](=O)[O-])cc2C(F)(F)F)cc1
    -2, -7, -0.6, -26, -14, -11, -3, -3, 4, -1
> Cc1ccc(-c2nnc(N3CCCCC3)c3ccccc23)cc1S(=O)(=O)N(C)C
    0, -4, -1.7, 0, 0, 0, 0, -7, 1, 3
> COc1ccc2[nH]c(C(=O)N3CCN(Cc4ccccc4)CC3)cc2c1OC
    -7, 11, -1.4, -1, -2, 7, -3, 9, -1, 0
> CCOC(=O)c1cc(-c2ccc(OC)cc2)n[nH]1
    5, 2, 0.1, 0, -12, 7, 0, 4, -2, 6
> CC1(Oc2ccc(Cl)cc2)CCN(Cc2cccn2-c2nccs2)C1 (stereo not given)
    4, 7, -0.1, ., -1, 3, -3, -2, 3, -4

# Exported with the structure last: part of the list above
PRMT1 inh	TDP2 absorb	PG9 binder	HTRA1 inh	SIAE inh	DDE Tn7 FP inh	LEDGF integ inh	TCR CD3 inh	UHRF1 binding	ABHD4 inh	structure
-2	-3	-1.8	-3	-1	4	-1	1	4	1	COc1ccc(S(=O)(=O)N2CCC(C(=O)NCCC3=CCCCC3)CC2)cc1C
3	-3	0.8	-9	3	-10	4	1	-6	-24	COc1cccc(C(=O)Nc2cccc(C(=O)NC3=NN(c4c(Cl)cc(Cl)cc4Cl)C(=O)C3)c2)c1
-1	-17	-3.0	2	-7	-2	6	-1	2	-7	N#Cc1cc2c(ccc3ccccc32)oc1=O
-5	-1	1.3	-1	-2	5	2	5	-1	2	COc1ccc(CCNC(=O)CC2(CC3=NS(=O)(=O)c4ccccc4N3)CCCC2)cc1OC

# Next part.
# Order of values – PRMT1 inh, TDP2 absorb, PG9 binder, HTRA1 inh, SIAE inh, DDE Tn7 FP inh, LEDGF integ inh, TCR CD3 inh, UHRF1 binding, ABHD4 inh
> CCc1ccc2[nH]c(=O)c(CN(CCCN3CCOCC3)C(=O)Nc3ccc(Cl)cc3)cc2c1
    2, -11, 0.4, -25, -4, -4, 1, -6, 6, -14
> COc1ccc(C2NC(=O)NC(C)=C2C(=O)OC2CCCC(C)C2)cc1 (stereo not given)
    3, -18, 1.7, -16, -6, 5, -6, -7, 4, -6
> COc1ccc(CC(=O)NCc2nnc(SCC(=O)Nc3cccc(F)c3)n2C)cc1
    -6, 2, 0.4, 4, 5, 2, 5, 4, -2, 6
> Cc1noc(C)c1C(=O)OCC(=O)NC1CC1
    3, -12, 0.8, -2, -6, 6, -2, -8, -1, -7
> Nc1c(C(=O)NCCN2CCOCC2)c2nc3ccccc3nc2n1-c1ccccc1
    5, 21, -1.4, -2, -8, -1, 4, -11, -3, -5
> NNC(=O)CN1C(c2ccccc2)=Nc2ccc(Br)cc2C1c1ccccc1 (stereo not given)
    3, -4, -1.3, -56, -7, 7, -1, -1, 2, -12
> CCOC(=O)C1CCCN(C(=O)c2cc(-c3ccccc3)cs2)CC1 (stereo not given)
    -1, 0, 0.2, ., 1, 5, 0, 2, 0, 3
> O=C(CS(=O)(=O)c1ccccc1)Nc1ccc(Cl)cn1
    0, 4, -1.5, 2, -5, -4, 1, 3, 0, 6
> CN(C)C(=O)NC(NC(=S)Nc1ccccc1)C(Cl)(Cl)Cl (stereo not given)
    8, -8, 1.1, -2, 1, -8, 2, 2, 1, -1
> COc1ccc(NC(=O)Nc2ccc(N(C)C)cc2)cc1
    14, 0, -8.8, 13, 8, -5, -1, -1, 1, 13
> CC(=O)c1cnn(-c2ccc(Cl)cc2)c1C
    -1, -2, -0.3, -7, 1, -1, -2, -2, 1, 4
> CSCCC(NS(=O)(=O)c1ccc2ccccc2c1)C(=O)O (stereo not given)
    -1, 10, -0.3, -3, 8, -1, 1, 4, -1, -2
> Cc1cc(C)n2cc(CSc3ncn[nH]3)nc2n1
    -4, 0, -0.1, -5, 0, -2, 4, 2, 1, 3

# Single entries from above:
# O=C(CN(C(=O)CNC(=O)c1cccs1)c1ccccc1)NC1CCCCC1 @ PG9 binder: 0.2
# Nc1c(C(=O)NCCN2CCOCC2)c2nc3ccccc3nc2n1-c1ccccc1 @ LEDGF integ inh: 4
# COc1ccc(NC(=O)Nc2ccc(N(C)C)cc2)cc1 @ PG9 binder: -8.8
# CCn1ncc(/C=N\NC(=O)COc2cc(C)cc(C)c2)c1C @ HTRA1 inh: -7
# O=C(Cc1ccc(NC(=O)C2CCN(C(=O)C3CC3)CC2)cc1)Nc1cccc(C(=O)N2CCCCC2)c1 @ UHRF1 binding: 0
